Yfh1-depleted yeast = enhancers of respiration in Yfh1-depleted yeast, dose response, Friedreich's ataxia, plus single-dose screen (AID 1465); fold induction at 50 µM, or EC50 in µM where a hit was titrated; S. cerevisiae Yfh1-off respiration, WST-1 reduction, 72 h; higher fold induction means a stronger effect; actives 0.074% (n = 220,000);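 active means fold induction of absorbance versus untreated yeast above a set limit, then at least 30% activation at any dose in follow-up; inconclusive means repeats straddling the limit, or above it without dose testing; inactive means fold induction below the set limit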;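 further: activators that raise dye reduction in frataxin-depleted yeast; strong numbers were not always called active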
Ins promoter up = MIN6 insulin promoter up-regulation; MIN6 insulin promoter-GFP reporter, high-content imaging; stronger effect = higher value; z-score at 5 µM; actives 0.3% (n = 190,000); AID 1625;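 active means z-score above 3 at 5 µM with at least 500 cells counted in the well; inconclusive means wells under 500 cells, flagged as cytotoxic or low count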
bCat nuc transl = modulators of beta-catenin nuclear translocation | HeLa beta-catenin nuclear translocation, immunofluorescence imaging | nuclear translocation activity, % at 5 µM | actives 0.3% (n = 190,000);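 active means nuclear translocation activity above 50% at 5 µM, with a well cell count of 50 or more; inconclusive means wells under 50 cells across six images, flagged as toxic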;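 further: per-cell ratio of nuclear to cytoplasmic median beta-catenin stain intensity; plate controls were DMSO negative control for no effect and GSK-3 inhibitor IX positive control for full effect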
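Test system: HeLa cells, endogenous beta-catenin; Compound: single 5 µM dose plus 0.02–20 µM confirmation series; Times: compound exposure 24 h at 37°C; Signal: fluorescence imaging of beta-catenin antibody stain plus DAPI; Read-out: % activation, nuclear-to-cytoplasmic median beta-catenin signal ratio per cell.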
WT yeast gro inh = growth inhibition of WT yeast, mitochondrial fusion screen. mitochondrial fusion phenotypic screen, WT strain. actives 2.1% (n = 190,000). inhibition, % at 10 µM; in the data active means inhibition above about 58%; tested in S. cerevisiae
HEK293 NOD2/NF-kB = NOD2 signaling inhibitors, cell-based, luminescence, uHTS, HEK293 (AID 1566); HEK293 NOD2/NF-kB luciferase reporter, luminescence; higher % means a stronger effect; one-dose inhibition, % at 4 µM; EC50 in µM for titrated hits; actives 0.63% (n = 290,000); in the data active means inhibition above about 50%; further: many of its hits are not listed in these tables
Autophagy HCS = modulators of autophagy | actives 0.98% (n = 190,000) | calls only at 10 µM (by protocol) | AID 463193 | MEF GFP-LC3 puncta imaging; test concentration mostly 10 µM;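 active means percentage of spot-positive cells more than 3 SD above its plate mean, without a fluorescence outlier flag or 80% toxicity; inconclusive means no clear call, values can overlap the other calls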;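 further: spot-positive cell cutoff set from DMSO-treated cells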
Dynein transport = dynein cargo transport inhibition. 3617.4 mouse cells, GR-EGFP nuclear translocation imaging; test concentration mostly 20 µM; stimulated with dexamethasone, 1 µM; stronger effect = lower value. z-score, hits read low. actives 0.47% (n = 220,000). AID 1381;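 active means plate z-score of nuclear minus cytoplasmic receptor signal below a set negative limit, without overly bright fluorescence or cell loss, cut at about -3.5 in these data, passing the limit was not always enough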;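 further: z-score of nuclear minus cytoplasmic ring GR-EGFP intensity difference per well; some compounds called inactive have numbers as strong as hits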
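medium = tetracycline-free induction medium containing charcoal-stripped FBS | probe or stimulus = dexamethasone, 1.0 µM final | timing = 48 h induction, then 1 h compound, then 30 min agonist, 37 °C | detection = automated 10x imaging of fixed Hoechst-stained cells | read-out basis = nuclear versus cytoplasmic GR-EGFP signal, averaged per well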
MT stabilizer = microtubule stabilization, imaging screen. % tubulin-high responders, % at 10 µM. HeLa tubulin immunostaining HCS, 24 h; share of cells brighter than vehicle mean+2SD. actives 0.83% (n = 200,000);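 active means plate Z-score above 3 for both tubulin-high and condensed-nucleus cell shares, with cell loss under 80%, at 10 µM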;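 further: anti alpha tubulin signal scored within the nucleus-defined area of each cell; some results filed as inactive read as strong as hits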
Lipid droplet = hepatic lipid droplet formation modulation | AML12 mouse hepatocytes, oleate lipid droplets, BODIPY imaging | inhibition, % at 6.5 µM | actives 0.4% (n = 240,000);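 active means lipid droplet intensity inhibited by at least 50%, with more than 500 cells counted; inconclusive means wells with under 300 cells, treated as cytotoxic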
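Assay system: AML12 mouse liver cells | Compound: 6.5 µM single-point dosing | Schedule: Overnight exposure | Technique: Fluorescence imaging, 20x objective, two fields per well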
WT yeast gro inh mutant strain = second read-out of WT yeast gro inh, no call of its own (marks repeat the call); inhibition, %; mitochondrial fusion phenotypic screen, mutant strain inhibition
Dynein transport cytoplasmic EGFP = second read-out of Dynein transport, no call of its own (marks repeat the call); z-score; measured here: cytoplasmic GR-EGFP intensity; stronger effect = higher value
Dynein transport nuclear GR-EGFP = further read-out of Dynein transport, marked with its call; z-score; measured here: nuclear GR-EGFP intensity;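 lower value marks the stronger effect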
Dynein transport cell count = recorded beside Dynein transport, whose call it bears; z-score; measured here: cell count per field
Ins promoter up cell count = second read-out of Ins promoter up, no call of its own (marks repeat the call); cell count; measured here: cytotoxicity, nuclei count;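 total cells summed across four imaged fields per well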
Lipid droplet cells 6.5 µM = further read-out of Lipid droplet, marked with its call; cell count; measured here: cell count, cytotoxicity flag;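 cells counted across two imaged fields per well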
bCat nuc transl cell count 5 µM = further read-out of bCat nuc transl, marked with its call; cell count; measured here: cell count, cytotoxicity flag
MT stabilizer Hoechst-high % = further read-out of MT stabilizer, marked with its call; % Hoechst-high responders; measured here: nuclear condensation Hoechst responders;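 share of cells brighter than vehicle mean plus two SD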
MT stabilizer cytotoxicity % = also measured in MT stabilizer; calls as there; toxicity, %; measured here: cytotoxicity by cell density;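 0% = mean cell density of plate MIN control wells and 100% = no cells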
Autophagy HCS cell loss 18 h = also measured in Autophagy HCS; calls as there; toxicity, %; measured here: cell loss, nuclei count;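 cell loss after 18 h compound exposure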
The depositor's hits bear a star; i = inactive; ? = inconclusive; . = not tested or not shown. Only part of the results is shown (hit frequency here may not be typical).

SMILES	Yfh1-depleted yeast	Ins promoter up	Ins promoter up cell count	bCat nuc transl	bCat nuc transl cell count 5 µM	WT yeast gro inh	WT yeast gro inh mutant strain	HEK293 NOD2/NF-kB	Autophagy HCS	Autophagy HCS cell loss 18 h	Dynein transport	Dynein transport cytoplasmic EGFP	Dynein transport nuclear GR-EGFP	Dynein transport cell count	MT stabilizer	MT stabilizer Hoechst-high %	MT stabilizer cytotoxicity %	Lipid droplet	Lipid droplet cells 6.5 µM
Cn1cc(CN2CCC(CO)(CCCc3ccccc3)CC2)c(-c2ccccc2)n1	i	0.82	997	-0.3	1310	.	.	-28%	.	.	0.23	-0.19	0.57	-0.26	.	.	.	-18	636
CC(C)(C)NC(=O)c1cccc2c1OC(C)(C)C2	i	0.44	1281	0.7	416	-18	-15	11%	i	12	-0.69	-0.26	-0.65	1.1	1.8	2.2	6.5	-50	632
CC(C)C(=O)NCCCc1ccccc1	i	-0.84	1658	-0.7	1377	2	-2	11%	i	5	-0.44	-0.28	-1.1	0.56	3.5	1.6	7.1	.	.
O=C1CCC/C1=C\c1ccccc1	i	-0.37	1423	-0.4	1056	-7	2	-2%	i	-14	-0.68	-0.1	-0.33	0.55	1.9	1.8	1.5	-12	684
Cc1ccc(NC(=O)c2ccc(CSc3nnc(-c4ccncc4)n3C)cc2)cc1	i	.	.	.	.	-10	-16	-14%	i	9	-0.74	-0.23	-0.86	0.039	3.5	2.8	7.7	.	.
Cc1ccc(OCC2Cn3c(nc4c3c(=O)[nH]c(=O)n4C)O2)cc1 (stereo not drawn)	i	?	.	-0.5	1030	-7	4	-3%	i	-28	0.46	-0.21	0.068	-0.55	3.4	1.3	2.5	4	662
COc1ccc(N(C)S(=O)(=O)c2cccc(C(=O)NC3CCCCCC3)c2)cc1	i	-0.72	1543	-4.4	1143	6	-5	-9%	i	7	0.021	-0.21	-0.34	0.59	2.7	1.1	2.2	-7	668
c1ccc(-c2csc(N3CCSCC3)n2)cc1	i	-0.35	1199	2.1	1081	0	-10	-48%	i	-3	-0.36	-0.4	-0.72	0.43	2.4	1.7	6.3	-6	695
O=C(CN1CCCc2ccccc21)N/N=C/c1ccccc1	i	1.4	1421	0.0	1115	3	2	-5%	i	1	1.1	0.062	0.72	-0.62	6.8	2.6	7.5	2	562
COc1cccc(/C=N/NC(=O)c2ccccc2N(Cc2ccccc2)S(=O)(=O)c2ccccc2)c1OC	.	.	.	.	.	-5	4	-16%	i	16	2.8	-0.11	1.1	-2.3	3.9	1.4	12	.	.
CC1CCc2c(sc3nc(CN4CCN(S(=O)(=O)c5ccccc5[N+](=O)[O-])CC4)[nH]c(=O)c23)C1 (stereo not drawn)	i	0.07	1587	-1.1	1126	-4	3	-16%	i	0	-0.16	0.022	-0.19	-0.51	5.4	3.7	2.6	8	590
CCCOC(=O)c1ccc(OC(=O)c2ccco2)cc1	i	-1.6	892	2.2	1136	-5	5	7%	i	-2	-0.12	-0.19	0.18	0.19	1.8	1.7	5.8	.	.
CCN(CC)S(=O)(=O)c1ccc(C(=O)NCCCN=C2NS(=O)(=O)c3ccccc32)cc1	.	.	.	5.2	541	-7	-6	-3%	i	-11	1.1	-0.0027	1.1	-2.3	4.9	2.5	3.7	31	761
CC(C)(C)c1ccc(C(=O)NNc2cc(Cl)cc(Cl)c2)cc1	i	-0.89	1349	-0.4	1272	.	.	-13%	.	.	0.35	-0.3	-0.11	-0.23	.	.	.	.	.
COc1cc(NC2=Nc3cccc4cccc2c34)cc(OC)c1OC	i	0.23	1212	0.9	487	29	11	5%	i	4	-0.57	-0.29	-0.43	0.54	2.4	3.1	5.2	15	651
COc1ccc(N2C(=O)C(CC(N)=O)N(NC(=O)c3cccc(OC)c3)C2=S)cc1 (stereo not drawn)	i	0.29	1104	-2.0	1085	-10	11	-11%	i	2	0.5	-0.32	-0.069	0.63	1.0	1.8	6.2	-15	647
CCNC(=O)CCc1nc(-c2ccc(C)cc2)no1	i	0.75	1035	-0.5	1362	.	.	-3%	.	.	1.5	-0.16	0.65	-2.1	.	.	.	4	703
COC(=O)c1ccccc1N=Nc1c(C)[nH][nH]c1=O	i	-0.13	1039	-1.6	1312	.	.	24%	.	.	0.5	-0.29	0.21	0.15	.	.	.	46	702
Cn1cc(-c2cccc(Cl)c2)cc(C#N)c1=O	i	-0.22	1332	-0.6	1115	-10	-20	11%	i	-3	0.047	-0.3	0.39	-0.36	5.1	2.3	7.1	-7	702
O=C1CC(c2cccs2)CC(O)=C1C=NCCN1CCNCC1 (stereo not drawn)	i	-0.45	1495	1.0	668	5	-8	21%	i	14	-0.74	-0.13	-0.38	0.84	4.2	1.6	6.6	.	.
CC(C)Cn1c(N)c(C(=O)COC(=O)C2CC(=O)N(Cc3ccccc3Cl)C2)c(=O)n(C)c1=O (stereo not drawn)	i	-1.1	1295	1.9	1079	-4	-3	18%	i	-14	-0.65	-0.32	-0.33	-0.17	1.2	1.4	4.9	-22	657
CC(=O)Nc1ccc(-n2c(=O)c3ccccc3c3ccccc3c2=O)cc1	i	.	.	10	823	-7	0	4%	i	27	0.25	-0.13	0.034	-0.044	2.8	1.4	4.2	-5	721
CC(=O)NN1C(=O)/C(=C/c2ccc(C(C)C)cc2)SC1=S	i	.	.	-0.1	909	5	5	11%	i	-10	-0.35	-0.33	-0.5	0.48	1.6	2.4	5.5	22	550
O=C(Cc1ccccc1)Nc1ccc(Br)c(Cl)c1	i	0.77	1294	5.1	530	9	-13	-17%	i	7	1.4	-0.14	0.77	-0.96	2.7	1.9	11	0	730
CCC(C)(C)c1ccc(Oc2ccc(NC(=O)COC(=O)C3=COCCO3)cc2)cc1	i	2.7	856	.	.	61*	34*	43%	i	21	-0.4	-0.21	-0.13	0.72	2.5	1.4	8.1	.	.
COCCOCC(O)CN1CCN(c2ccc(C)cc2)CC1 (stereo not drawn)	i	-0.23	1015	-2.5	899	-7	-10	10%	i	14	-0.14	-0.21	0.065	0.19	2.0	0.8	7.9	.	.
CCOC(=O)Cn1nc(C)n(-c2ccc(C)cc2)c1=O	i	.	.	.	.	-4	-8	-8%	i	-6	0.073	-0.22	-0.24	0.32	1.9	1.5	6.6	.	.
Brc1cnc(N2CCCC2)nc1N1CCOCC1	i	-0.47	1329	.	.	55	6	0%	i	22	0.12	-0.015	0.53	0.21	4.5	7.0	10	-1	755
O=C(Nc1ccc2c(c1)OCO2)Nc1cnccn1	i	-0.79	1290	-1.5	1086	-3	8	-12%	i	9	-0.55	-0.27	0.026	0.015	1.7	0.4	54	10	724
Cn1ncc2nc[nH]c(=O)c21	i	.	.	-8.1	1241	16	19	20%	i	8	-1.4	-0.28	-0.35	2.8	4.8	1.5	9.3	17	836
CCCCN(c1ccccc1)S(=O)(=O)c1cccc2cccnc12	i	.	.	-0.9	1328	.	.	-10%	.	.	0.34	-0.23	1.2	-0.37	.	.	.	-30	678
CCOC(=O)C1C2C=CC3(CN(c4cccc(Cl)c4)C(=O)C13)O2 (stereo not drawn)	i	0.18	984	-1.6	1172	-11	-13	-13%	i	-14	-0.061	-0.27	-0.011	0.22	4.8	1.4	4.4	.	.
O=C(Cn1nc(C(F)(F)F)c2c1CCC2)NCc1ccc(F)cc1	i	-0.1	1017	-5.3	1000	-8	-7	9%	i	10	0.61	-0.17	0.84	-0.32	2.4	3.9	12	.	.
COc1ccc(OC)c(Nc2nc(N)nc(CSc3nnc(N)s3)n2)c1	i	0.28	1950	0.3	1090	0	-6	-8%	i	-31	0.6	-0.21	0.17	0.75	3.4	1.5	6.5	-24	575
Cc1nc2ccccc2n1C(=O)c1cc(-c2ccc(Br)cc2)nc2ccccc12	i	.	.	1.8	1007	25	-4	-4%	i	-9	0.00017	-0.31	0.22	0.18	4.6	2.2	12	-3	621
CC(=O)c1ccc(NC(=O)C(C)N(C)CC(=O)Nc2cccc(F)c2)cc1 (stereo not drawn)	i	0.15	1281	-0.2	1075	-18	2	2%	i	-6	1	-0.31	0.058	-1.3	4.4	2.1	4.4	-2	669
CCNC(=O)c1ccc(N(C)S(=O)(=O)c2cccs2)cc1	i	0.54	1143	-1.2	1085	-9	-9	-7%	i	-5	0.096	-0.18	0.12	-0.036	2.6	1.6	7.2	-2	688
CC(C)c1ccc(N(CC(=O)N/N=C/c2ccc(OC3CSC3)cc2)S(=O)(=O)c2ccccc2)cc1	i	0.06	1563	-1.4	1080	20	14	-3%	i	-2	1.2	-0.27	0.75	-0.24	5.3	1.6	6.2	48	645
O=C(O)Cn1nc(-c2ccc(F)cc2)oc1=O	i	-0.13	1501	0.2	1348	20	-14	10%	i	9	1.1	-0.39	0.88	-0.61	4.5	1.0	0.9	.	.
COCCNC(=O)Nc1ccc2c(c1)N(C)C(=O)c1ccccc1S2	i	-0.06	1181	-4.1	1125	-17	-13	20%	i	-11	-1	-0.26	-0.25	1	1.8	1.9	7.5	-25	621
